Screening results as filed in PubChem.
V1aR counter: counter-screen for oxytocin receptor agonists: human V1a receptor agonists. P37288. CHO-V1R cells, Fluo-8 calcium fluorescence, agonist mode; 0% DMSO, 100% 3 nM vasopressin. activation, % at 3 µM. actives 0.25% (n = 320,000). AID 2797;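 active means activation above the mean activation of all tested compounds plus 3 SD, per screening run, cut at about 20% in these data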;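 further: signal is peak over basal fluorescence ratio across a 100 second FLIPR read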
CHO-K1 Ca antag: M1 antagonist counterscreen hit in parental CHO-K1 cells | ATP-induced calcium, Fluo-8 fluorescence | inhibition, % at 3 µM | actives 0.6% (n = 360,000);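 active means inhibition above a per-plate cutoff, the plate's mean sample inhibition plus 3 SD, cut at about 24% in these data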;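 further: 0% = DMSO plus EC80 ATP and 100% = DMSO alone without ATP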
OXTR potentiate: potentiates the human oxytocin receptor response | P30559 | CHO-OTR cells, Fluo-8 calcium fluorescence, potentiator mode; 0% = oxytocin EC15, 100% = EC100 | activation, % at 3 µM | actives 0.061% (n = 320,000);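 active means activation above that plate's cutoff, the mean activation of tested compounds plus 3 SD, cut at about 6.6% in these data, passing the limit was not always enough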;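 further: 100% uses oxytocin at 75 nM as the full agonist control; some results filed as inactive read as strong as hits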
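test system = CHO-OTR cells, human receptor | compound = single-point 3.0 µM | schedule = 6 min compound pre-incubation at room temperature, 100 s kinetic read | signal = Fluo-8 no-wash calcium dye fluorescence, excitation 470-495 nm, emission 515-575 nm | repeats = single well per compound, singlicate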
M1 ag: agonists of human M1 muscarinic receptor; P11229; CHO-K1 hM1, Fluo-8 calcium fluorescence, agonist mode; 0% DMSO, 100% acetylcholine EC100; activation, % at 3 µM; actives 0.33% (n = 360,000); AID 588814;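 active means activation above the run's mean compound activation plus 3 SD, cut at about 16% in these data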;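 further: peak over basal fluorescence ratio within a 140 s kinetic read after compound addition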
Target sequence (P11229 whole entry, looked up): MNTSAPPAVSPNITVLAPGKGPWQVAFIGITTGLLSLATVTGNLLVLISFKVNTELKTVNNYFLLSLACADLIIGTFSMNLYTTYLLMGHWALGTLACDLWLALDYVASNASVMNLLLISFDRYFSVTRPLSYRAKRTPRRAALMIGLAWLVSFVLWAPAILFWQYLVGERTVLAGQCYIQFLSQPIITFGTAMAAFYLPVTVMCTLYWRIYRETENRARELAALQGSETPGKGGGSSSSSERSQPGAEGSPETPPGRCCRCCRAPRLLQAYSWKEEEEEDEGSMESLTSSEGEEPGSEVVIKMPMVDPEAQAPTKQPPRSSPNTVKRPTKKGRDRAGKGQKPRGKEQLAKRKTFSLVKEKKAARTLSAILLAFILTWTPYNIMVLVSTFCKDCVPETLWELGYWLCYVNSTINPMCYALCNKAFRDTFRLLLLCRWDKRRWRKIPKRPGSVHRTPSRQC
TAAR1 ag: human TAAR1 agonism. CHO RD-HGA16 TAAR1, Fluo-8 calcium fluorescence; vehicle wells 0%, saturating PEA agonist 100%. actives 0.99% (n = 360,000). Q96RJ0. AID 624467. activation, % at 3 µM;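 active means activation above the mean activation of all test compounds in the run plus 3 SD, cut at about 38% in these data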
Target sequence (Q96RJ0 whole entry, looked up): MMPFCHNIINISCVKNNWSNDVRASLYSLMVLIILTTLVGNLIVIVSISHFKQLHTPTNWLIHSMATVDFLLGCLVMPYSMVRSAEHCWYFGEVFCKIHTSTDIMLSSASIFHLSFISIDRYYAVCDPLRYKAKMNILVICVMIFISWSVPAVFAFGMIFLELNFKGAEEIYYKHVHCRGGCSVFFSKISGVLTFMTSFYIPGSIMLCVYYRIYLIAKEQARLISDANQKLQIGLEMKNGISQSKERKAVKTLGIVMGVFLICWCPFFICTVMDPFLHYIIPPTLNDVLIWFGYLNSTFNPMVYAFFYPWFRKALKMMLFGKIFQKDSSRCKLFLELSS
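System: CHO-derived RD-HGA16 cells with stable Gα16 and human TAAR1 / Times: 17-24 h plating, Fluo-8 75 min 37 °C, 30 min RT / Technique: calcium-sensitive Fluo-8 signal, excitation 470-495, emission 515-575 nm / Measure: % activation relative to PEA EC100 response / Benchmarks: DMSO and PEA EC100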
TAAR1 antag: human TAAR1 antagonism | Q96RJ0 | CHO RD-HGA16 TAAR1, Fluo-8 calcium fluorescence, antagonist | inhibition, % at 3 µM | actives 1.5% (n = 360,000);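 active means inhibition above a per-plate cutoff, the mean inhibition of test compounds on that plate plus 3 SD, cut at about 49% in these data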;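 further: 0% = DMSO plus EC80 beta-PEA response and 100% = DMSO alone without agonist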
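Test system: hTAAR1-expressing CHO RD-HGA16 cells, Gα16-coupled; Probe or stimulus: EC80 β-phenethylamine stimulus; Compound dosing: single nominal final test compound concentration of 3 µM; Timing: 140 s kinetic read after compound, 140 s after agonist; Signal: Fluo-8 calcium-sensitive fluorescence; Measure: % inhibition of agonist calcium response; Controls: DMSO and EC80 PEA controls.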
M1 ag parental: nonselective activator or artifact in parental CHO-K1 cells; Fluo-8 calcium fluorescence; scaled to maximal ATP response, vehicle zero; activation, % at 3 µM; actives 0.48% (n = 360,000); in the data active means activation above about 15%;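 further: untransfected CHO-K1 host cells lacking M1 receptor as counterscreen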
CHO parental Ca: counter-screen: ATP calcium response change in parental CHO cells. parental CHO-K1, ATP-induced calcium, Fluo-8 fluorescence. inhibition, % at 5.6 µM. actives 0.63% (n = 330,000);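 active means inhibition above that plate's mean sample inhibition plus 3 SD, cut at about 26% in these data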;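 further: 0% = ATP-challenged DMSO wells and 100% = DMSO wells without ATP; some compounds past the cut are filed as inactive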
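Material – parental CHO cells · Reagent – ATP stimulus · Compound – single nominal dose of 5.6 µM per compound · Detection – Fluo-8 fluorescence · Read-out basis – percent inhibition of calcium signal · Controls – ATP-challenged DMSO wells low, unchallenged DMSO wells high · Repeats – no replicates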
M1 PAM parental: M1 PAM counterscreen hit in parental CHO-K1 cells. ATP EC20, Fluo-8 calcium fluorescence; 0% at ATP EC20, 100% at ATP max. activation, % at 3 µM. actives 0.02% (n = 360,000). AID 602247;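 active means activation above the run cutoff, the mean activation of all test compounds plus 3 SD, cut at about 40% in these data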;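 further: peak over basal fluorescence ratio in a 140 s read after ATP addition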
* marks the source's active call; other numbers are inactive results; / = no result given.

entry	Molecule	V1aR counter	CHO-K1 Ca antag	OXTR potentiate	M1 ag	TAAR1 ag
1	CN(C)c1ccc(/C=C/c2nc3ccccc3c(=O)n2-c2ccc(C(=O)O)cc2)cc1	82*	2	-26	70*	33
2	CC(=O)Nc1cc2cc(NS(=O)(=O)c3ccc(C)cc3)ccc2oc1=O	0.8	-5	-5	-3	2
3	Nc1nnc(SCCN2C(=O)c3ccccc3S2(=O)=O)s1	0.8	-2	-6	-1	7
4	COc1ccc(S(=O)(=O)NCc2ccccn2)cc1C	/	-8	/	-4	2
5	COc1ccc(NS(=O)(=O)c2cc(NC(=O)CNC(=O)c3ccc(C)s3)ccc2Cl)cc1	0.7	-7	-6	-12	0
6	CCc1nc(Nc2cccc(OC)c2)c2oc3ccccc3c2n1	-1.5	-20	-16	-9	9
7	Cn1c(=O)c(Oc2cc(Cl)cc(Cl)c2)nc2ccccc21	-0.5	-8	-5	-5	5
8	c1ccc(C2CNCc3c2ccc2ccccc32)cc1 (configuration not stated)	18	0	-8	1	82*
9	CCCCNc1nnc(SCC(=O)c2c[nH]c3ccccc23)s1	0.3	-1	-7	-4	21
10	COc1ccc(SC[C@H](Cc2ccccc2)N2CC[C@@H](O)CCC2=O)cc1	0.5	-7	0	-6	2
11	O=C1C(=O)N(CNc2cccnc2)c2ccccc21	0.7	-20	-9	-12	1
12	CCOC(=O)c1c(C)[nH]c(C)c1S(=O)(=O)NCC1CCN(Cc2ccccc2OC)CC1	-0.7	-9	-1	-5	-2

entry	TAAR1 antag	M1 ag parental	CHO parental Ca	M1 PAM parental
1	39	17*	64*	-4
2	-39	0.2	-5	1
3	-8	1.2	-12	13
4	-10	0.3	/	18
5	7	0.6	-5	29
6	17	-1.6	-33	-8
7	1	0.6	-12	20
8	81*	7.1	-6	4
9	0	1.3	-5	0
10	0	0.3	-10	10
11	10	1.7	2	30
12	-11	-1.4	-11	1

With a hit mark in TAAR1 ag, among the entries above:
no. | compound | OXTR potentiate | TAAR1 ag | TAAR1 antag
8 | c1ccc(C2CNCc3c2ccc2ccccc32)cc1 (configuration not stated) | -8 | 82* | 81*

Additional entries.
entry	Molecule	V1aR counter	CHO-K1 Ca antag	OXTR potentiate	M1 ag	TAAR1 ag
13	O=c1cc(-c2ccccc2)oc2ccc(Br)cc12	-1.7	-10	1	-3	12
14	O=C(CCC(=O)c1cccs1)OCC(=O)N1CCN(C(=O)c2ccco2)CC1	0.7	-13	-5	-4	3
15	COCCSc1ccccc1C(=O)Nc1ccc([N+](=O)[O-])cc1OC	-0.6	-24	-10	-5	0
16	CCO[C@@H]1OC(C(=O)N2CCOCC2)=C[C@H](c2ccc(C(F)(F)F)cc2)[C@H]1CCCO	0.7	-12	-5	0	4
17	COc1ccc(S(=O)(=O)N2CCOCC2)cc1NC(=O)CSc1nnnn1C1CC1	0.1	-2	-6	-3	1
18	CN(C(=S)Nc1ccc(Oc2ccccc2)cc1)c1ccc(O)cc1	0.8	-2	-3	-9	2
19	CC1CCN(C(=O)COC(=O)Cn2cnc3c2c(=O)n(C)c(=O)n3C)CC1	-0.3	-14	4	-3	0
20	Cc1ccc(CN2CC(=O)N3[C@H]4c5ccccc5OC[C@@H]4[C@H](c4ccccc4)[C@]3(C)C2=O)cc1	1.1	5	-6	-5	3
21	c1ccc(COc2ccc(CNn3cnnc3)cc2)cc1	0.9	-16	-4	-3	0
22	O=C(C1CCN(S(=O)(=O)c2cccnc2)CC1)N1CCN(c2ccc(Cl)cc2)CC1	8.2	6	-6	-2	1
23	NC(=O)c1ccc(NC(=O)c2cncn2-c2ccccc2)cc1	0.3	-6	-3	-3	3
24	O=C(Nc1ccc(Oc2cccnc2)cc1)C1CCN(Cc2cc(Cl)ccc2O)CC1	14	9	-15	2	9

entry	TAAR1 antag	M1 ag parental	CHO parental Ca	M1 PAM parental
13	9	0.6	-19	0
14	-1	1.5	-7	9
15	-12	0.3	-7	16
16	-4	4.3	-13	15
17	-10	-0.1	-2	-17
18	36	0.0	9	7
19	-5	1.2	-8	8
20	12	-0.5	-29	-1
21	-7	1.2	0	12
22	-15	10	9	-1
23	2	0.2	-7	-9
24	7	13	-11	-22

(next part)
entry	Molecule	V1aR counter	CHO-K1 Ca antag	OXTR potentiate	M1 ag	TAAR1 ag
25	CCCCSCc1ccc(C(=O)O)o1	8.8	0	-4	-3	7
26	Cc1ccc(C(O)(C(=O)NNS(=O)(=O)c2ccc(C)cc2)c2ccc(C)cc2)cc1	6.0	-1	-10	0	1
27	CC(C)(CO)NC(=O)C(c1ccccc1)c1ccccc1	0.5	17	-10	-3	4
28	CC1CC2c3cccc(C(=O)O)c3C(=O)N2c2ccc(Cl)cc21 (configuration not stated)	0.8	-10	7	-4	0
29	CCCc1cc(=O)n2nc(N3CCC(C(=O)Nc4c(F)c(F)c(F)c(F)c4F)CC3)sc2n1	-0.5	-20	-6	-2	2
30	CCc1cc2c(COC(=O)c3c(C)noc3C)cc(=O)oc2cc1O	2.2	-1	-9	-2	-1
31	COc1ccccc1NC(=O)Cn1nnc(-c2ccccc2NC(=O)c2cnccn2)n1	-1.0	11	-4	-5	6
32	COc1ccc2c(c1)cc1n2CCN=C1NCCO	-0.1	15	-15	-5	0
33	COc1ccccc1CC(=O)N1CCOCC1	0.6	-10	10	-3	-2
34	COC(=O)c1ccccc1COc1cccn2c(N(C)C(=O)CCC3CCCC3)c(C)nc12	/	10	/	-7	0
35	CC(C)(C)C(=O)Cn1c(NCCCO)nc2ccccc21	0.0	10	-3	-4	6
36	Cc1ccc(CCNC(=O)c2nnc(CS(=O)(=O)c3ccccc3)o2)cc1	4.9	0	-7	-1	4

entry	TAAR1 antag	M1 ag parental	CHO parental Ca	M1 PAM parental
25	19	0.6	-1	18
26	-4	0.5	-18	18
27	-9	-0.5	5	-11
28	-12	2.9	-4	13
29	-16	1.5	-24	25
30	17	3.1	-14	-2
31	1	-0.5	-10	-7
32	-14	-0.3	5	-6
33	5	0.8	-2	22
34	35	2.9	/	-1
35	-4	0.3	-14	-5
36	-22	0.5	1	2

Next results
entry	Molecule	V1aR counter	CHO-K1 Ca antag	OXTR potentiate	M1 ag	TAAR1 ag
37	Cc1cc(C)n(CC(O)CN2c3ccccc3Sc3ccccc32)n1 (configuration not stated)	0.1	4	-19	-1	4
38	Cc1cccc(N2CCN(C(=O)CCCCCn3c(=S)[nH]c4ccc(N5CCOCC5)cc4c3=O)CC2)c1C	-1.5	-13	-23	-6	-1
39	Cc1cc(N2C(=O)CCC2=O)ccc1NC(=O)c1cccs1	1.1	1	-13	-3	14
40	O=S(=O)(c1ccccc1)N1N=C(c2ccccc2)CC1c1ccccc1F (configuration not stated)	0.7	-1	-7	-3	-1
41	O=C(c1cnn2c(C(F)(F)F)cc(-c3ccccc3)nc12)N1CCCc2ccccc21	0.0	-16	-7	-5	6
42	NC(=O)COC(=O)c1cccc(NS(=O)(=O)/C=C/c2ccccc2)c1	0.7	-1	-4	-4	-1
43	CN1CCN(c2ccc(CNC(=O)c3cc4ccccc4o3)cc2)CC1	2.0	-1	-1	-2	2
44	COCCn1nnnc1SCC(=O)c1ccccc1	-0.6	-17	-7	0	12
45	O=C(Cc1ccc(Cl)cc1)NCCc1ccc(F)cc1	1.1	0	-3	-2	-2
46	C[C@@H](NC(=O)c1[nH]cnc1C(=O)Nc1cccc(Cl)c1)c1ccccc1	1.4	-2	-3	-2	1
47	C/C(=N\NC(=O)C1COc2ccccc2O1)c1cc2ccccc2o1 (configuration not stated)	0.3	-4	-6	-7	4
48	CCn1cc(CNCc2c(C(=O)N3CCCCC3)nc3c(C)cccn23)cn1	0.1	-7	-4	-7	2

entry	TAAR1 antag	M1 ag parental	CHO parental Ca	M1 PAM parental
37	-16	-0.5	-7	13
38	11	1.0	4	15
39	-3	0.2	-8	6
40	-8	-0.5	-14	7
41	1	-0.3	-5	8
42	10	1.6	-5	13
43	-24	1.1	-12	8
44	-3	0.2	-4	20
45	-8	0.4	-21	6
46	-20	0.5	-27	1
47	-14	0.0	-5	22
48	11	0.6	-7	18

Entries from the list above with a thiophene ring, fused or not:
entry	Molecule	V1aR counter	CHO-K1 Ca antag	OXTR potentiate	M1 ag	TAAR1 ag
5	COc1ccc(NS(=O)(=O)c2cc(NC(=O)CNC(=O)c3ccc(C)s3)ccc2Cl)cc1	0.7	-7	-6	-12	0
14	O=C(CCC(=O)c1cccs1)OCC(=O)N1CCN(C(=O)c2ccco2)CC1	0.7	-13	-5	-4	3
39	Cc1cc(N2C(=O)CCC2=O)ccc1NC(=O)c1cccs1	1.1	1	-13	-3	14

entry	TAAR1 antag	M1 ag parental	CHO parental Ca	M1 PAM parental
5	7	0.6	-5	29
14	-1	1.5	-7	9
39	-3	0.2	-8	6

Next section:
entry	Molecule	V1aR counter	CHO-K1 Ca antag	OXTR potentiate	M1 ag	TAAR1 ag
49	CSc1nccc(NC(=O)c2cccc(Br)c2)n1	5.2	11	-12	2	48*
50	CCN(CC)c1ccc(NC(=O)CCS(=O)(=O)c2cccc3nsnc23)c(C)c1	0.2	-17	-6	-7	0
51	O=C(O)c1cccc(NC(=O)C2CC(=O)N(Cc3ccccc3)C2)c1 (configuration not stated)	-0.7	-15	-1	-1	5
52	CC(=O)Nc1ccc(Cc2ccncc2)cc1	0.8	-12	-17	-3	3
53	O=C(COc1ccc(F)cc1)c1ccc2c(c1)CCCC2	-0.7	-16	-16	-4	2
54	CC(C(=O)Nc1cccc(Br)c1)c1ccc([N+](=O)[O-])cc1 (configuration not stated)	8.9	-3	-11	-6	17
55	Cc1ccc2c(c1)N(C(=O)NC1CCCCC1)C(C)(C)CC2C (configuration not stated)	1.8	-10	-3	-4	-3
56	CCN(CC)c1ncnc2c1ncn2[C@H]1CN(Cc2cccs2)C[C@@H](CO)O1	/	-1	/	1	4
57	CCN(CC)Cc1c(C(=O)N/N=C/c2ccco2)nnn1-c1nonc1N	/	-5	/	-1	0

entry	TAAR1 antag	M1 ag parental	CHO parental Ca	M1 PAM parental
49	8	6.2	-21	-12
50	1	0.8	-24	8
51	-16	0.5	-15	20
52	-7	2.2	-5	-8
53	20	-0.2	-18	12
54	7	1.7	-3	-4
55	5	0.4	2	-4
56	-22	0.0	/	-9
57	-3	0.3	/	9
